Bioassay records from PubChem BioAssay.
PHOSPHO1 inh = PHOSPHO1 (human) inhibition; 290,000 compounds, 1.1% hits; Q8TCT1; AID 1565; recombinant PHOSPHO1, absorbance phosphatase assay; inhibition, % at 13.3 µM; in the data active means inhibition above about 60%
Target sequence (Q8TCT1 whole entry, looked up): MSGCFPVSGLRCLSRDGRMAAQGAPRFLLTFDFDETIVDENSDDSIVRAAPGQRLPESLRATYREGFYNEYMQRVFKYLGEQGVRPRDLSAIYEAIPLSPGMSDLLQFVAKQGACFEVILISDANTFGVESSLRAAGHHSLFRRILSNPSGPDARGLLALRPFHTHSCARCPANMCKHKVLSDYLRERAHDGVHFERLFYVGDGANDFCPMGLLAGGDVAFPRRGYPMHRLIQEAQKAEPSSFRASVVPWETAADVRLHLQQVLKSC
VIM-2 inhibitor = blocks Pseudomonas aeruginosa VIM-2 metallo-beta-lactamase; purified VIM-2, nitrocefin hydrolysis, epi-absorbance fluorescence; inhibition, % at 5.6 µM; 290,000 compounds, 0.89% hits; AID 1527;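 active means inhibition above the mean of all tested compounds plus 3 SD, cutoff set per screening run, cut at about 7.5% in these data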;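 further: red hydrolysis product quenches plate fluorescence so inhibitors raise well fluorescence; 0% = enzyme with DMSO and 100% = DMSO without enzyme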
IDE cell activ = IDE (human) activation, cell-based; P14735; HEK cells, FAbeta-B cleavage, fluorescence polarization; 0% vehicle, 100% cell-free pure enzyme wells; activation, % at 5.96 µM; 340,000 compounds, 0.073% hits;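 active means activation above the mean of all tested compounds plus 3 SD, set per screening campaign, cut at about 17% in these data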
GPR7 antagonist = human neuropeptides B/W receptor 1 antagonism. P48145. GPR7-expressing cells, fluorescence antagonist assay. inhibition, % at 4.4 µM. 290,000 compounds, 1.1% hits. AID 1861; in the data active means inhibition above about 16%, passing the limit was not always enough;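 further: cells stimulated with the agonist NPW; 0% = agonist with vehicle and 100% = vehicle without agonist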
Target sequence (P48145 whole entry, looked up): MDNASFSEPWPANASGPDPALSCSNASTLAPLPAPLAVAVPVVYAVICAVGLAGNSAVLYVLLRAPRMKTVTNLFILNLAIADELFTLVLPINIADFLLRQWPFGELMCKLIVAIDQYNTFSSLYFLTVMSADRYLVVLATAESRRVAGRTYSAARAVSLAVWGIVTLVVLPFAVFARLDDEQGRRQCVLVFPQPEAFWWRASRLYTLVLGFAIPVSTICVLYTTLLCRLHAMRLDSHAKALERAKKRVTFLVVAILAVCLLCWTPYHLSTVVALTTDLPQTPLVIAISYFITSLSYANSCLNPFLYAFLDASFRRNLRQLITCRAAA
NALP1 inh = NALP1 inhibition; inhibition, % at 10 µM; S. cerevisiae NALP1/ASC/caspase-1 growth, X-gal OD620, 72 h; 280,000 compounds, 0.61% hits; in the data active means inhibition mostly above about 24%, no sharp cut-off; inactive means mostly below about 32%; further: some compounds called inactive have numbers as strong as hits
pCIP destab = lowers stability of the mouse p/CIP coactivator protein | F442A p/CIP-EGFP cells, EGFP fluorescence, 16 h | decrease of EGFP signal, % at 10 µM | 290,000 compounds, 0.01% hits;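 active means EGFP signal decrease of at least 30% at 10 µM or well 3 SD below plate mean, unless failing retest; inactive means the rest, including hits failing retest or dose response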; further: some compounds called inactive have numbers as strong as hits; many of its hits are not listed in these tables
IMP-1 inhibitor = blocks Pseudomonas aeruginosa IMP-1 metallo-beta-lactamase. 290,000 compounds, 0.45% hits. purified IMP-1, nitrocefin hydrolysis, epi-absorbance fluorescence. inhibition, % at 5.6 µM;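 active means inhibition above the mean plus 3 SD of all compounds in the same screening run, cut at about 4.5% in these data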;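 further: 0% = IMP-1 with DMSO and 100% = DMSO wells lacking enzyme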
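Assay system: purified IMP-1; Quantity: IMP-1 0.2 nM before substrate addition; Medium: HEPES buffer pH 7.1 with ZnSO4 and Brij 35; Incubation: 15 min enzyme–compound preincubation, then 25 min nitrocefin reaction, 25 °C; Signal: fluorescence quenching readout, ex 480/em 530 nm; Controls: DMSO with and without IMP-1; Repeats: singlicate testing.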
IDE cell inh = inhibitors of human insulin-degrading enzyme in cells; AID 434962; P14735; HEK cells, FAbetaB cleavage, fluorescence polarization; inhibition, % at 5.59 µM; 320,000 compounds, 0.41% hits;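 active means percent inhibition above the average of all tested compounds plus 3 SD, set per screening campaign, cut at about 16% in these data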;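 further: IDE supplied by intact live HEK cells; FP after avidin binding of uncleaved biotin substrate so inhibition keeps polarization high; 0% = DMSO wells and 100% = 60 µM reference IDE inhibitor Ii1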
M18AAP inhibitor = PfM18AAP enzyme inhibition; recombinant PfM18AAP, H-Glu-NHMec fluorogenic cleavage; inhibition, % at 7.35 µM; 290,000 compounds, 1.2% hits;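 active means inhibition above the campaign mean inhibition over all tested compounds plus 3 SD, cut at about 28% in these data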;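 further: 0% = plate median of test compound wells and 100% = 2 mM ZnCl2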
Starred values were filed as active, the others as inactive; . = no result given.

SMILES	PHOSPHO1 inh	VIM-2 inhibitor	IDE cell activ	GPR7 antagonist	NALP1 inh	pCIP destab	IMP-1 inhibitor	IDE cell inh	M18AAP inhibitor
O=C(Nc1ccc(Br)c2ccccc12)c1ccc2ccccc2c1O	-19	1.7	3	12	18	-2	0.1	-2	-4
COc1ccc(-c2nc(CS(=O)(=O)CC(=O)NCc3cccc(F)c3)c(C)o2)cc1	33	-0.2	4	-12	-3	-2	-2.8	-4	7
Cc1cc(C)cc(Nc2ccc([N+](=O)[O-])nc2[N+](=O)[O-])c1	39	-1.5	4	-8	10	-4	-2.5	0	-16
COc1ccccc1-n1c(=S)[nH]c2c(sc(=S)n2-c2ccc(C)cc2C)c1=O	-10	-3.8	-6	-8	-8	10	-3.4	0	8
C=CCc1cc(/C=C2/NC(=S)NC2=O)cc(OC)c1O	-26	0.0	-48	-6	2	-49	-2.4	36*	11
O=C(CN1C(=O)c2ccccc2S1(=O)=O)Nc1ccccc1	30	0.0	4	-7	5	-11	-1.4	-2	-6
O=C(Nc1ccc2[nH]ncc2c1)c1ccccc1Cl	.	-0.3	2	0	.	-7	2.0	-1	-7
Oc1cccc2ccc(Nc3ccccn3)nc12	-7	-2.9	-17	4	32	8	-8.6	25*	3
CCN(CC)c1nc(C)nc2c1sc(=S)n2C	8	-2.8	0	-18	-7	2	-3.0	2	-3
CC(C)c1ccc(CNC(=O)C(=O)NCC2CCCO2)cc1 (stereo not drawn)	-15	0.9	2	-2	-2	0	-1.4	1	3
NC(=O)c1ccc(NC(=O)CSc2nnc(-c3ccncc3)n2Cc2ccco2)cc1	32	-3.2	.	-11	.	3	-2.8	9	-2
Cc1ccc(NC(=O)c2ccc(NCCCN3CCC(C)CC3)c([N+](=O)[O-])c2)cc1F	-12	-2.6	4	1	13	12	-4.5	3	-8

Marked active in IDE cell inh, of those listed so far:
SMILES	PHOSPHO1 inh	VIM-2 inhibitor	IDE cell activ	GPR7 antagonist	NALP1 inh	pCIP destab	IMP-1 inhibitor	IDE cell inh	M18AAP inhibitor
C=CCc1cc(/C=C2/NC(=S)NC2=O)cc(OC)c1O	-26	0.0	-48	-6	2	-49	-2.4	36*	11
Oc1cccc2ccc(Nc3ccccn3)nc12	-7	-2.9	-17	4	32	8	-8.6	25*	3

(list continues)
SMILES	PHOSPHO1 inh	VIM-2 inhibitor	IDE cell activ	GPR7 antagonist	NALP1 inh	pCIP destab	IMP-1 inhibitor	IDE cell inh	M18AAP inhibitor
Cc1ccc(S(=O)(=O)N2CCN(C(=O)N(c3ccccc3)c3ccccc3)CC2)cc1	16	-0.6	1	-17	-2	-4	-4.3	-1	4
Cn1c(=O)c2c(O)cc(=O)[nH]c2n(-c2ccccc2)c1=O	15	-1.7	2	0	11	-3	-0.7	5	-14
O=C1CCC(=O)N1CN(Cc1ccco1)CN1C(=O)CCC1=O	24	-2.1	6	-3	7	-6	-1.1	-4	5
CCOC(=O)c1sc(N2C(=O)C(O)=C(C(=O)c3ccc(C)o3)C2c2cccc([N+](=O)[O-])c2)nc1C (stereo not drawn)	.	-2.2	6	-8	5	-3	-2.5	0	-17
O=C(NC(NCC1CCCO1)C(Cl)(Cl)Cl)c1cccc2ccccc12 (stereo not drawn)	2	1.2	7	10	35	-1	1.4	-3	-13
O=C(CCc1nnc(Cc2ccc(-c3ccccc3)cc2)o1)NCCc1ccccn1	23	-4.0	-1	9	-1	-19	-2.9	5	-1
COc1ccc(OCCNc2c([N+](=O)[O-])c(=O)oc3ccccc23)cc1	37	-1.2	0	-10	4	0	-0.8	3	-1
Cc1ccsc1C1C(C#N)=C(N)OC2=C1C(=O)CC(C)(C)C2 (stereo not drawn)	16	-2.3	7	0	2	5	-2.6	-4	13
O=C1NC(SCCCF)=N/C1=C/c1ccc(-n2cncn2)cc1	24	4.5	6	-12	.	-2	-0.3	2	-5
OCC1(Cc2ccccc2)CCN(Cc2cc3ccccc3o2)CC1	27	-2.4	0	-5	-6	-4	-2.1	3	-1
CCC(=O)NC(NC(=S)Nc1cccc2cccnc12)C(Cl)(Cl)Cl (stereo not drawn)	-4	-3.7	6	-15	-2	-4	-4.2	2	14
Cc1ccc(C(=O)NC(=S)Nc2ccc3[nH]c(=O)[nH]c3c2)c(C)c1	45	-0.9	-7	1	4	-4	-2.6	-6	-5

3 entries from above, sorted by formula weight, ascending:
SMILES	PHOSPHO1 inh	VIM-2 inhibitor	IDE cell activ	GPR7 antagonist	NALP1 inh	pCIP destab	IMP-1 inhibitor	IDE cell inh	M18AAP inhibitor
O=C(NC(NCC1CCCO1)C(Cl)(Cl)Cl)c1cccc2ccccc12 (stereo not drawn)	2	1.2	7	10	35	-1	1.4	-3	-13
CCC(=O)NC(NC(=S)Nc1cccc2cccnc12)C(Cl)(Cl)Cl (stereo not drawn)	-4	-3.7	6	-15	-2	-4	-4.2	2	14
Cc1ccc(S(=O)(=O)N2CCN(C(=O)N(c3ccccc3)c3ccccc3)CC2)cc1	16	-0.6	1	-17	-2	-4	-4.3	-1	4

More entries follow:
SMILES	PHOSPHO1 inh	VIM-2 inhibitor	IDE cell activ	GPR7 antagonist	NALP1 inh	pCIP destab	IMP-1 inhibitor	IDE cell inh	M18AAP inhibitor
Cc1ccc(NC2=C(Cl)C(=O)OC2OC(C)C)c(C)c1 (stereo not drawn)	-7	-1.1	5	9	18	3	-2.6	0	1
NS(=O)(=O)c1cccc(NC(=O)COC(=O)C2CCCCC2)c1	2	-0.4	0	6	8	-21	-1.8	3	-4
COc1cc2c(c(OCC(=O)NC(C)C)c1)C(=O)O[C@@H](C)CCCC(=O)CCCCC2	.	-3.8	1	-11	1	-18	-4.0	4	-5
O=C(C1=C[C@H](c2csc3ccccc23)C[C@H](OCCCCO)O1)N1CCOCC1	-24	-1.8	2	-5	-16	-2	-0.1	-4	5
CC(C)[N+](C)(CCOC(=O)C1c2ccccc2Oc2ccccc21)C(C)C	-4	-2.0	3	-10	30	-9	-3.7	1	2
O=C(CCCCCNc1nc(=S)[nH]c2ccccc12)NCCC1=CCCCC1	1	-3.1	3	-13	19	-10	-3.3	0	2
O=C1Nc2ccc(Br)cc2C12NNc1ccccc1O2 (stereo not drawn)	7	-2.3	7	19	-26	-16	-2.5	3	14
CN(C(=O)COC(=O)c1ccccc1Cc1ccccc1)C1CCS(=O)(=O)C1 (stereo not drawn)	43	-1.2	8	-3	3	0	0.3	-5	-5
COC(=O)[C@@H]1C[C@@]2(O)[C@@H](O)[C@@H](O)[C@@H](O)C[C@H]2N1Cc1ccc(C(F)(F)F)cc1	-4	.	6	.	.	5	.	0	.
Cc1ccc(C)c(C2C(C#N)=C(N)Oc3cc(C)oc(=O)c32)c1 (stereo not drawn)	2	-3.6	-2	-11	18	1	-3.6	4	1
CCCCNC(=S)N(C)/N=C/c1ccc(OCC(=O)Nc2c(C)cc(C)cc2C)c(OC)c1	-7	-1.0	4	-8	-18	-2	0.1	4	-5
CN(C)c1cc[n+](CCC(=O)Nc2cccc([N+](=O)[O-])c2N)cc1	-21	-2.8	-3	4	22	-6	-2.8	-1	-10

An excerpt from above, showing only GPR7 antagonist:
SMILES	GPR7 antagonist
Cc1ccc(C(=O)NC(=S)Nc2ccc3[nH]c(=O)[nH]c3c2)c(C)c1	1
Cc1ccc(C)c(C2C(C#N)=C(N)Oc3cc(C)oc(=O)c32)c1 (stereo not drawn)	-11
CCOC(=O)c1sc(N2C(=O)C(O)=C(C(=O)c3ccc(C)o3)C2c2cccc([N+](=O)[O-])c2)nc1C (stereo not drawn)	-8
CCN(CC)c1nc(C)nc2c1sc(=S)n2C	-18

The results go on:
SMILES	PHOSPHO1 inh	VIM-2 inhibitor	IDE cell activ	GPR7 antagonist	NALP1 inh	pCIP destab	IMP-1 inhibitor	IDE cell inh	M18AAP inhibitor
COc1cccc(NC(=O)N2CCC(NC(=O)C(Cc3cccc(C)c3)NC(C)=O)CC2)c1 (stereo not drawn)	40	-1.9	-2	-10	10	-14	-2.2	4	-2
CCC(=O)N(CCN1CCOCC1)Cc1cc2cc3c(cc2nc1Cl)OCO3	49	-5.8	8	-6	4	2	-1.3	0	1
Cc1cc(-c2n[nH]c(=S)n2/N=C/c2ccccc2[N+](=O)[O-])n[nH]1	-17	-1.9	-2	3	17	2	-2.2	-4	13
CCC(=O)N1CCN(c2ccccc2NC(=O)COc2ccccc2Cl)CC1	7	-2.0	-2	6	-5	-4	-1.2	0	-2
Cn1nc(C(F)(F)F)c(C(=O)Nc2ccc(F)cc2F)c1Sc1ccc(Cl)cc1	8	-1.7	2	-13	-5	-7	-1.4	0	-4
COc1ccc(-c2noc(-c3ccc4c(c3)OCO4)n2)cc1	26	-1.1	4	15	2	-6	0.8	4	-7
O=S1(=O)C=CC(Sc2nc3ccccc3[nH]2)C1 (stereo not drawn)	5	-2.5	0	3	24	0	-1.5	3	6
CC(=O)Nc1ccc(NC(=O)C(=O)N/N=C/c2cccnc2)cc1	32	-2.7	.	-14	.	-9	-1.9	1	-2
O=C(CCC1N=C2c3ccccc3N=C(SCc3cccc(Cl)c3)N2C1=O)NCc1ccco1 (stereo not drawn)	31	-2.6	4	-8	-5	-11	-2.8	2	0
Cc1ccc(S(=O)(=O)N2CCC(C(=O)NNS(=O)(=O)c3ccc(Cl)cc3)CC2)cc1	12	-1.3	3	-12	-10	-5	-1.8	4	-1
CCCC(=O)Nc1nn(CC)c2nc3ccc(C)cc3cc12	.	-1.6	-1	-8	12	-9	-1.7	-1	1
CC1Cc2ccccc2N1C(=O)c1cccnc1 (stereo not drawn)	21	-0.1	4	-8	26	-21	1.3	-1	-15
O=C1C(c2ccc(F)cc2)N(Cc2ccc3c(c2)OCO3)C(=O)CN1C1CCCCC1 (stereo not drawn)	14	-2.0	2	-2	24	-7	-0.5	1	10
Fc1ccccc1N1CCN(Cc2cccnc2)CC1	-6	-3.8	-5	-4	17	9	-0.8	3	7
C=C(C)CSc1nnc(-c2ccccc2)n1N	-7	4.5	-4	1	28	-4	-0.4	3	3
C#CCOc1c(Cl)cc(/C=C2/C(=O)ON=C2C)cc1OCC	27	-0.8	-1	6	-8	-3	-0.4	5	17
COc1ccc(CC(=O)N/N=C/c2ccc(-c3cccc(C(=O)O)c3)o2)cc1OC	-4	-4.7	5	-12	-2	-2	-3.9	4	7
